# JMJD2A Tudor: JMJD2A Tudor domain (human) inhibition. Potency, µM (series often up to 114 µM), for inactives: at the top dose activity change, negative = inhibition, usual class: inhibitors. O75164. 390,000 tested, 4.4% active. AlphaScreen JMJD2A-Tudor / H3K4me3 peptide binding; note: % is set by controls: 0 for no effect and ±100 for the full control effect; nearly all actives have a fitted effect of over 50% in size
# Target sequence (O75164 whole entry, looked up, the tested form may be a part): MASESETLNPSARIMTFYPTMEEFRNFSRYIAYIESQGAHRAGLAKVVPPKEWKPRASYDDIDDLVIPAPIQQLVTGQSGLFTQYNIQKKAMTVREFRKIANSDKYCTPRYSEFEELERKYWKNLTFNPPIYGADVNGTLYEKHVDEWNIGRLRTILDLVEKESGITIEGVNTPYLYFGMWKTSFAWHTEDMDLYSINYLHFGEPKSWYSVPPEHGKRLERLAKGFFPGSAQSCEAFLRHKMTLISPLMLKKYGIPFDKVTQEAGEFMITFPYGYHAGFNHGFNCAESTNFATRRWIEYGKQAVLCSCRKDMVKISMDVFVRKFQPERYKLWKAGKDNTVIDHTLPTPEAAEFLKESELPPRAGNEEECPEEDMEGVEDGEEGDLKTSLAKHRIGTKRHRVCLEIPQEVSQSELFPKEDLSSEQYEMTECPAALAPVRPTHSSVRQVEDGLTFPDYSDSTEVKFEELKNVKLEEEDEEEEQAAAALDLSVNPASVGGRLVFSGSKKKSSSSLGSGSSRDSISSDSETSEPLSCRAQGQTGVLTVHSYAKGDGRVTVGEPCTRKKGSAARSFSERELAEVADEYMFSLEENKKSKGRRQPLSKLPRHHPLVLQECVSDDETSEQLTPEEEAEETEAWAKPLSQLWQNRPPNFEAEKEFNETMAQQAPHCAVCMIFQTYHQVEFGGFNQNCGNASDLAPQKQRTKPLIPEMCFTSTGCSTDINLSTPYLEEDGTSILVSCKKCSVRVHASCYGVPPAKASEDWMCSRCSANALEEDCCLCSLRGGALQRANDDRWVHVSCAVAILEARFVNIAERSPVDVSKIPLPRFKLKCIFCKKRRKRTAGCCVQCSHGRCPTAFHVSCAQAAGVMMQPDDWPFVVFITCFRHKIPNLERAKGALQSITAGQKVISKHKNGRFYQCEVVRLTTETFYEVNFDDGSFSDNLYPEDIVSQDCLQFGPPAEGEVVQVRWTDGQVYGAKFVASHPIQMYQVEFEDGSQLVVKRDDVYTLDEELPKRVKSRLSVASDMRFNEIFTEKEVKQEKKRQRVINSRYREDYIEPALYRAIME
# Pol beta inh: blocks human DNA polymerase beta activity; P06746; Pol beta primer extension/strand displacement, fluorescence kinetic; Potency, µM (titrated, usually from 114 µM), for inactives: top-dose activity change, negative = inhibition, hits mostly inhibitors; 340,000 tested, 1.3% active; note: % is set by controls: 0 for no effect and ±100 for the full control effect
#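 Curves were derived by four-parameter Hill fits of normalized qHTS data. The kinetic fluorescent primer-extension read was taken at 0 and 10 min after 50 nM substrate, following a 15 min room-temperature preincubation of 10 nM enzyme with compounds.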
# Pol iota inh: blocks human DNA polymerase iota activity. Pol iota fluorescent replication assay, 10 min. Potency, µM (series often up to 115 µM), for inactives: at the top dose activity, negative = inhibition, hits mostly inhibitors. 390,000 tested, 1% active
#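 Fluorescent replication assay read twice, at 0 min and 10 min after adding 50 nM (final) substrate. Enzyme (10 nM) and compounds were first incubated 15 min at room temperature; enzyme-free buffer wells were negative controls.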
# APE1 inh: APE1 (human) endonuclease inhibition. P27695. recombinant APE1, TAMRA/BHQ-2 abasic DNA cleavage fluorescence. Potency, µM (highest dose often 65.8 µM), inactives show at the top dose activity change, negative = inhibition, usual class: inhibitors. 350,000 tested, 0.35% active. AID 2517;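 note: plate controls were vehicle for no effect and reference inhibitor for full effect; nearly all actives have a fitted effect of over 55% in size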
#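 Kinetic fluorescence read (525 ex/598 em nm, three reads 60 s apart) of AP-site incision; signal = third minus first read. Enzyme 0.75 nM, dual-labelled THF duplex 50 nM, compound preincubation 15 min RT.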
# POLH inh: DNA polymerase eta (human) inhibition; Potency, µM (titrated, usually from 114 µM), inactives show at the highest dose activity change, negative = inhibition, actives largely listed as inhibitors; AID 588591; recombinant Pol eta, fluorescent DNA replication assay; 390,000 tested, 1.2% active; note: % is set by controls: 0 for no effect and ±100 for the full control effect
#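 Pol eta at 10 nM preincubated with compounds 15 min at room temperature; reaction started with fluorescent substrate (50 nM final) and read kinetically at 0 and 10 min.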
# Pol kappa inh: blocks human DNA polymerase kappa activity; Potency, µM (titrated, usually from 107 µM), for the others: top-dose activity, negative = inhibition, usual class: inhibitors; Q9UBT6; purified Pol kappa, fluorescent DNA synthesis assay, 10 min; 400,000 tested, 0.53% active; note: % is set by controls: 0 for no effect and ±100 for the full control effect
#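 50 nM final substrate added after 15 min RT preincubation of 10 nM Pol kappa with compound; fluorescence read at 0 and 10 min.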
# BLM inh: Bloom syndrome helicase (human) inhibition; Potency, µM (top dose mostly 56.1 µM), inactives show top-dose activity change, negative = inhibition, usual class: inhibitors; recombinant BLM DNA unwinding, fluorescence dequenching; P54132; 350,000 tested, 0.2% active;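 note: plate controls were vehicle for no effect and no enzyme for full effect; nearly all actives have a fitted effect of over 35% in size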
# G9a inh: G9a (human) methyltransferase inhibition; Q96KQ7; G9a H3K9 monomethylation, AlphaScreen, 2 h; Potency, µM (series often up to 102 µM), for the others: at the highest dose activity, negative = inhibition, actives largely listed as inhibitors; 350,000 tested, 8.8% active; AID 504332; note: % is set by controls: 0 for no effect and ±100 for the full control effect; nearly all actives have a fitted effect of over 75% in size
#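 Signal arises when biotinylated H3K9 peptide, once monomethylated, bridges streptavidin donor and antibody-captured acceptor beads. Enzyme at 20 nM was preincubated 15 min with test compounds; peptide 500 nM and SAM 20 uM then reacted for 2 h.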
# BAZ2B inh: inhibitors of human BAZ2B bromodomain. Q9UIF8. AlphaScreen BAZ2B-H3K14Ac peptide displacement. Potency, µM (titrated, usually from 114 µM), without a hit: at the highest dose activity change, negative = inhibition, hits mostly inhibitors. 360,000 tested, 4.4% active; note: % is set by controls: 0 for no effect and ±100 for the full control effect; nearly all actives have a fitted effect of over 60% in size
#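 Complex of BAZ2B and biotin-H3K14Ac (50 nM apiece) forms over 30 min at RT, then faces library compounds up to 110 uM for another 30 min; AlphaScreen beads added, 20 min dark incubation, luminescence read.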
# An asterisk follows results filed as active; ? = inconclusive; . = no result given; [ ] = dose if it differs, or a comment. Calls come from the whole dose curve; as a rule, active = well fitted curve in the direction sought with a large enough effect; inconclusive = small, poorly fitted or top-dose-only effect, or another doubt; inactive = no such curve, though single readings can be large; an effect the other way counts as inactive or inconclusive. Potency is the fitted concentration of half-maximal effect. This is a subset, so the mix of outcomes need not match the whole.
SMILES,JMJD2A Tudor,Pol beta inh,Pol iota inh,APE1 inh,POLH inh,Pol kappa inh,BLM inh,G9a inh,BAZ2B inh
O=S(=O)(CCc1ccncc1)C1Cc2cccc3cccc1c23 (configuration not stated),-2%,-1%,-4%,2%,3%,-10%,1%,?,-9%
N#CCOC(=O)c1cc(S(=O)(=O)N2CCCCC2)ccc1N1CCOCC1,-6%,.,23%,-2%,-15%,3%,.,10%[12.7 µM],-4%
O=C(N/N=C/c1ccccc1F)c1csc2c1CCCC2,-21%,27%,11%,-4%,-16%,-1%,-8%,34%,4%
Cc1ccc(S(=O)(=O)Nc2cccc3ncccc23)cc1,-2%[11.4 µM],-29%,19%,1%,39%[activator],-8%,-2%,10%,5%
CC1(C)N=C2C(=[N+]1[O-])CCC/C2=N\O,-6%,17%,-9%,-2%,8%,-1%,2%,8%,7%
Cc1cccc(N2CCN(C(=O)c3cc4c(=O)[nH]c5ccccc5c4n3C)CC2)c1C,-14%[57.1 µM],.,4%,.,7%,-2%,.,.,.
COc1cc(OC)c(C2SCCCS2)cc1OC,-23%,45%,16%,14%,-13%,-8%,3%,-3%[59 µM],-38%
Cc1ccc(-n2nc3c([n+]2[O-])CCc2c-3no[n+]2[O-])cc1,-8%,-2%,26%,13%,-14%,2%,-3%,0%[59 µM],17%
COCCNC(=O)c1ccccc1NC(=O)c1ccccc1N(C)S(C)(=O)=O,0%,10%,75%[activator],7%,-12%,3%,-2%,-17%[59 µM],8%
O=C(CN1CCOCC1)Nc1ccc(Cl)cc1,-14%,24%,6%,0%,3%,-3%,3%,-4%[0.501 µM],12%
N#CCCCC1(CCCC#N)OCCO1,-4%,.,11%,.,-4%,-1%,.,.,.
O=C(NCc1ccncc1)C(=O)NCC1OCCN1S(=O)(=O)c1ccc(Cl)cc1 (configuration not stated),-13%,61%,13%,?,-3%,-25%,-5%,.,-5%
CCCCC(=O)Nc1ccc(C(=O)Nc2cccnc2)cc1,-16%,-3%,2%,7%,9%,-9%,-3%,-2%,8%
CCC1=C(c2ccc(C)cc2)S(=O)(=O)N=C1N1CCC(C(=O)Nc2ccccc2F)CC1,-18%,17%,-17%,.,.,4%,-2%,6%[59 µM],-9%
O=C(O)COc1ccc2occ(C(=O)c3ccccc3)c2c1,-5%,0%,15%,1%,6%,-1%,4%,-3%[12.7 µM],-2%
CC(NCc1cccs1)c1ccccc1 (configuration not stated),11%,-6%,-23%,-5%,-12%,3%,-4%,-2%,-36%
Cc1ccn2c(NCc3ccccc3)c(-c3cccs3)nc2c1,?,?,11%,-6%,-17%,0%,-5%,-47%,?
CC1(C)Cc2c(C#N)c(SCC(=O)O)nc(N3CCOCC3)c2CO1,-9%,.,14%,.,-13%,-7%,.,.,.
O=C(c1cc(-c2ccc(Cl)cc2)nc2ccccc12)N1CCC1,-8%,.,-7%,-2%,-12%,-10%,.,-7%,10%
OC(COCc1ccc(Cl)cc1)CN1CCCCC1 (configuration not stated),8%,17%,7%,-9%,7%,-1%,2%,.,-8%

# Reprinted at random: six entries already listed, in no set order.
SMILES,JMJD2A Tudor,Pol beta inh,Pol iota inh,APE1 inh,POLH inh,Pol kappa inh,BLM inh,G9a inh,BAZ2B inh
CCC1=C(c2ccc(C)cc2)S(=O)(=O)N=C1N1CCC(C(=O)Nc2ccccc2F)CC1,-18%,17%,-17%,.,.,4%,-2%,6%[59 µM],-9%
CC1(C)Cc2c(C#N)c(SCC(=O)O)nc(N3CCOCC3)c2CO1,-9%,.,14%,.,-13%,-7%,.,.,.
Cc1ccc(-n2nc3c([n+]2[O-])CCc2c-3no[n+]2[O-])cc1,-8%,-2%,26%,13%,-14%,2%,-3%,0%[59 µM],17%
O=C(c1cc(-c2ccc(Cl)cc2)nc2ccccc12)N1CCC1,-8%,.,-7%,-2%,-12%,-10%,.,-7%,10%
O=C(NCc1ccncc1)C(=O)NCC1OCCN1S(=O)(=O)c1ccc(Cl)cc1 (configuration not stated),-13%,61%,13%,?,-3%,-25%,-5%,.,-5%
OC(COCc1ccc(Cl)cc1)CN1CCCCC1 (configuration not stated),8%,17%,7%,-9%,7%,-1%,2%,.,-8%

# More compounds.
SMILES,JMJD2A Tudor,Pol beta inh,Pol iota inh,APE1 inh,POLH inh,Pol kappa inh,BLM inh,G9a inh,BAZ2B inh
CC1(C)COC2(OC1)C(=O)N(CN1CCOCC1)c1ccccc12,11%,-5%,89%[activator],-3%,-12%,-3%,-6%,.,-7%
CCCNC(=O)CN1CCC(c2nc3ccccc3[nH]2)CC1,-11%,7%,-36%,-4%,-15%,-26%,1%,.,-8%
CCOc1ccc(C(=O)N2CCN(Cc3ccccc3)CC2)cc1OCC,-5%,42%,90%[activator],16%,3%,-9%,0%,.,-3%
COCCNC(=O)c1ccc(CS(=O)(=O)c2ccccc2C)o1,-5%,12%,41%[activator],45%,10%,-14%,1%,3%,15%
Cc1ccc(S(=O)(=O)/N=C(/Nc2cccc(C(=O)O)c2)c2ccccc2)cc1,-6%,-23%,-15%,11%[12.4 µM],-12%,-3%,-1%,17%[59 µM],7%
Cc1cc(C(=O)CCC(=O)N2CCN(c3ccccc3F)CC2)c(C)s1,6%,-12%,19%,1%,-7%,3%,-7%,2%,-1%
O=C(O)c1ccc(-n2cccn2)c([N+](=O)[O-])c1,-15%,12%,-8%,1%,2%,-14%,-1%,?,-13%
O=C(CN=C1NS(=O)(=O)c2ccccc21)OCC(=O)c1cc(F)ccc1F,-17%,26%,17%,17%,-12%,-24%,-6%,-36%,-3%
COc1ccccc1CNC(=O)CSc1ncc2c(n1)-c1ccccc1N(Cc1ccc(C)cc1)S2(=O)=O,-8%,4%,7%,.,5%,-11%,-12%,-42%[59 µM],?
O=C(O)C1CCN(c2ccc([N+](=O)[O-])cc2[N+](=O)[O-])CC1,?,?,20µM*,?,25µM*,-39%,-8%,.,56µM*
C=CCNC(=S)N/N=C/c1ccc(C)c([N+](=O)[O-])c1,-34%,-12%,-2%,1%,-13%,-15%,-2%,16%,-21%
COCCn1c(SCC(=O)Nc2sccc2C(N)=O)nnc1-c1ccncc1,-21%,2%,7%,-2%,-13%,-27%,-10%,26%[59 µM],-23%
Cc1ccc(/C=C2\SC(=S)N(CCCC(=O)Nc3nccs3)C2=O)cc1,1%,32%,14%,0%,-3%,-3%,-1%,2%[59 µM],7%
COc1ccc(NC(=O)CCS(=O)(=O)c2cc(Br)cc3c2N(C(C)=O)CC3)c(OC)c1,-32%,6%,?,.,-6%,-17%[60.1 µM],3%,16%[59 µM],19%
CC(C)=CC(=O)OCC(=O)Nc1ccc(F)cc1Cl,4%,13%,0%,1%,0%,-12%,-2%,14%[59 µM],10%
COC(=O)Cc1c(C)nc2nc(-c3ccc(OC)cc3)[nH]n2c1=O,-4%,3%,9%,-4%,-5%,-1%,-1%,-8%[59 µM],-7%
Clc1ccc(Cl)c(OCCCCN2CCCCC2)c1,32µM*,11%,?,-14%,2%,5%,-8%,8.9µM*,?
Cc1ccc(CN2C(=O)CN(C3CCCCCC3)C(=O)C2c2ccc(F)cc2)cc1 (configuration not stated),-15%,-20%,3%,.,-16%,-11%[60.1 µM],0%,1%[59 µM],0%
Cc1ccc2c(c1)C(c1ccccc1)N(C(=O)c1ccc(F)cc1)CC(=O)N2 (configuration not stated),-1%,-19%,17%,33%[activator],-20%,-2%,-1%,9%,-17%
CCCC(NC(=O)CNC(=O)C(C)(C)C)C(=O)O (configuration not stated),?,2%,4%,2%,-2%,0%,-5%,2%[12.7 µM],0%
COc1ccccc1/C=C/C=N/Nc1cccc(C(=O)O)c1,?,22%,-19%,-11%,18%,-24%,0%,-4%,-33%
COc1ccc(CNC(=O)Cc2csc3ccccc23)cc1OC,-21%,-1%,-26%,.,.,-8%,-17%,5%[59 µM],-3%
NC(=O)C1(NC(=O)[C@@H]2CC3(CC(c4cccc(NC(=O)[C@@H]5CCC(=O)N5)c4)=NO3)CN2C(=O)c2cnccn2)CC1 (some centres not stated),-12%,86%,1%,-13%,5%,-2%,-2%,?,10%[57.1 µM]
c1coc(CNc2c3c(nc4ncnn24)CCCC3)c1,-5%,10%,10%,1%,-7%,-15%,-1%,-8%[59 µM],-21%
CCOC(=O)C1(CCCc2ccccc2)CCN(C(=O)CCN2CCCCC2=O)CC1,-13%,21%,23%,-3%,-1%,6%,0%,3%,-2%
CCNc1ncc2nc(CCc3ccccc3)c(=O)n(CCC#N)c2n1,.,.,.,-1%,.,-2%[60.1 µM],-7%,-1%[0.501 µM],.
CCOC(=O)C1CCN(C(=O)Cn2ncc3c4ccccc4n(Cc4ccccc4F)c3c2=O)CC1,-1%,-4%,25%,.,-17%,-5%,-3%,0%[59 µM],1%
CN(c1ccc(OCC(=O)OCC(=O)Nc2ccccc2)cc1)S(=O)(=O)c1ccc(F)cc1,-8%,21%,91%[activator],-5%,-16%,-8%,-10%,-12%[59 µM],-3%
Cn1c(=O)c2[nH]c(N=Nc3ccc(N)cc3N)nc2n(C)c1=O,-20%,10%,33%,16%,-21%,-16%,-15%,.,?
COc1ccccc1Nc1ccc2c(O)cc(S(=O)(=O)O)cc2c1,20µM*,.,1.1µM*,.,2.2µM*,0.89µM*,.,.,.
C/C(=N\NS(=O)(=O)c1ccc(Br)cc1)c1ccc(-n2ccnc2)cc1,7%,.,18%,26%,-19%,-1%,.,?,-11%
O=C(Cn1[nH]c(=O)c2ccccc2c1=O)Nc1ccc2c(c1)CCC2,-24%,12%,11%,4%,7%,2%,0%,-15%[59 µM],3%
CCOc1cc(C(c2c(C)[nH][nH]c2=O)c2c(C)[nH][nH]c2=O)cc(Br)c1OC,-19%,29%,105%[activator],28%,3%,-16%,-5%,-14%,-23%
CC(Cl)C(=O)c1c[nH]c2ccccc12 (configuration not stated),0%,11%,43%[activator],-8%,3%,-3%,0%,-47%,-5%
O=[N+]([O-])c1ccccc1S(=O)(=O)N1CCN(c2ccccc2)CC1,?,-10%,17%,51%[activator],-10%,4%,-4%,3%,?
CCn1c(C(O)c2cc(OC)ccc2OC)nc2ccccc21 (configuration not stated),-1%,0%,192%[activator],28%,-20%,-7%,-6%,10%,5%
CN(c1ccc(OCC(=O)Nc2ccc(S(N)(=O)=O)cc2)cc1)S(=O)(=O)c1ccc(F)cc1,-19%,.,5%,.,-22%,-7%,.,.,.
COc1ccc(C(=O)NCC(=O)OCC(=O)NC2CCCC2)cc1,-12%,37%,?,1%,?,-10%,-6%,-5%,-4%

# Screens (PubChem BioAssay)
